TEAD-YAP inh: TEAD-YAP interaction inhibition. HEK-TIYL cells, TEAD-Gal4/YAP UAS-luciferase luminescence. inhibition, % at 9.12 µM. 1.4% of 640,000 active; in the data active = inhibition above about 32%;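 note: 0% = median of test compound wells and 100% = reference inhibitor wells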
MITF primary: inhibitors of human MITF; O75030; AlphaScreen MITF homodimerization, bead proximity signal; 0.91% of 650,000 active; inhibition, % at 2.6 µM; in the data active = inhibition above about 50%;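 note: 0% = vehicle wells with protein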
FBW7 activator: activators of human E3 ligase FBW7 | AlphaScreen FBW7–phospho-cyclin E peptide binding, activator screen | normalized activity (activation), % at 26.1 µM | 0.13% of 650,000 active; in the data active = normalized activity above about 1.9%;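 note: purified mutant Fbw7 with reduced substrate affinity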
Target sequence (Q969H0 whole entry, looked up): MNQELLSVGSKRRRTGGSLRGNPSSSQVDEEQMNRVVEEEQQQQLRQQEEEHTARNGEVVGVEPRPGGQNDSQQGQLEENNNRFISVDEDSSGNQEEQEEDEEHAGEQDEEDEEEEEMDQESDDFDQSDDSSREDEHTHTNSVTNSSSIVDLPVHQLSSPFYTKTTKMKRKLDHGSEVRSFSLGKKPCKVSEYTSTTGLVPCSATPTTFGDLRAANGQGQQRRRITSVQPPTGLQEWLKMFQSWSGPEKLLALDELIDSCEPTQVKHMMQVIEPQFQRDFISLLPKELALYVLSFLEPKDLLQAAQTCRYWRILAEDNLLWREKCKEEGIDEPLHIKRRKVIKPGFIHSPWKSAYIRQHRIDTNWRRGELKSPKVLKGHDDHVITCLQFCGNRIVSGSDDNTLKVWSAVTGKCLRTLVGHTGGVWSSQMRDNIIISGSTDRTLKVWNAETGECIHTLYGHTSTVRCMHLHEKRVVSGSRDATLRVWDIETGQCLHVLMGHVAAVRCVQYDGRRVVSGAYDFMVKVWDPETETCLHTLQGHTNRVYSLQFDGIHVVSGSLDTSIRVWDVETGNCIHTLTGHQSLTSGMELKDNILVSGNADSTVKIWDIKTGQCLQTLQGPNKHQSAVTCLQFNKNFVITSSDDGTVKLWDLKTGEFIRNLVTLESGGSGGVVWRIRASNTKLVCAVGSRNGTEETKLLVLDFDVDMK
GPR151 activ: activates the human receptor GPR151; 1% of 650,000 active; AID 1508602; activation, % at 11.2 µM; Q8TDV0; PathHunter beta-arrestin GPR151 cells, luminescence; in the data active = activation above about 4.9%;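 note: 0% = median of compound wells and 100% = cells with positive control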
Target sequence (Q8TDV0 whole entry, looked up): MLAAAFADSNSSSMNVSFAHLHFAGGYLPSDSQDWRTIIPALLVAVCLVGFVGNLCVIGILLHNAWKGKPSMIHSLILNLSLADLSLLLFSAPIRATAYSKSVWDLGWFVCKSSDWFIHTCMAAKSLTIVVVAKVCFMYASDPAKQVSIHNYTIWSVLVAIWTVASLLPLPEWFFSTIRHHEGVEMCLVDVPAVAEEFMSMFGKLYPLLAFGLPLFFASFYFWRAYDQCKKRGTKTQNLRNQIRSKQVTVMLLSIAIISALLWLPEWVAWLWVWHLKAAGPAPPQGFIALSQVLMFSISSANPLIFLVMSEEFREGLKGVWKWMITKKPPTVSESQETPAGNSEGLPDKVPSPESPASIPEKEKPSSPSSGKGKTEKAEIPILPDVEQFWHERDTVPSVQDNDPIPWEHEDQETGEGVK
Numbers without * were called inactive; · = no result given.

SMILES | TEAD-YAP inh | MITF primary | FBW7 activator | GPR151 activ
Cc1nc(NCc2ccco2)cc(-c2cncc(-c3ccc(F)cc3)c2)n1 | -13.4 | -0.7 | -0.2 | 3.1
COc1ccc(-n2nc(C(=O)NCC(=O)NCc3ccccn3)c3ccccc3c2=O)cc1OC | 6.3 | 2.7 | -0.1 | 0.6
CCN(CC)CCn1c(=S)[nH]c2cc(C(=O)NCc3ccc4c(c3)OCO4)ccc2c1=O | 0.6 | 7.6 | 0.6 | -1.6
COC(=O)C1=C(C)OC(N)=C(C#N)C1c1cc(OC)c(OCC(N)=O)cc1Cl (stereo unspecified) | -0.3 | 14.5 | 1.0 | -0.1
C=CCNC(=S)NC(=O)C1CCCCC1 | 8.4 | 10.7 | 0.2 | 0.6
c1ccc(COC2CCCN(c3nncc(-c4ccc5c(c4)OCO5)n3)C2)cc1 (stereo unspecified) | 12.0 | 13.9 | 0.0 | -0.6
CCCNC(=O)c1cnn2c(C(F)(F)F)cc(-c3ccc(C)cc3)nc12 | -0.5 | -1.0 | 0.4 | -0.7
CC1(C(=O)NNC(=S)Nc2ccc(S(N)(=O)=O)cc2)CC1(Cl)Cl (stereo unspecified) | -2.7 | -3.8 | -0.1 | 0.5
Cc1cc2c(=O)n(CC(=O)NCC(=O)Nc3ccc(F)cc3F)cnc2s1 | 3.2 | 8.8 | 0.0 | -1.4
NS(=O)(=O)c1ccc(S(=O)(=O)N(Cc2ccco2)Cc2ccccc2Cl)cc1 | 5.1 | 29.0 | 0.1 | 0.0
O=C1NC(=Nc2ccccc2)S/C1=C/c1ccsc1 | -50.1 | -0.3 | -0.1 | 0.2
Cc1[nH][nH]c(=O)c1N=Nc1ccc(S(=O)(=O)N2CCOCC2)cc1 | -6.5 | -6.0 | -0.1 | -2.8
C#CCN1C(=O)S/C(=C/c2cccc(F)c2)C1=O | -8.8 | -13.9 | -0.2 | -0.3
Cc1cc(C)cc(CN2CCc3nnc(C(C)NC(=O)c4ccco4)n3CC2)c1 (stereo unspecified) | 10.0 | -1.3 | 0.0 | 0.1
CCCCC(=O)c1ccc(OCC)cc1 | -5.4 | 19.1 | 0.3 | 0.3
Cc1cccn2c(=O)c3cc(C#N)c(=O)n(CCCN4CCOCC4)c3nc12 | 8.3 | 22.6 | -0.2 | -0.3
CSc1ccc(/C=N/NC(N)=S)cc1 | 6.6 | 4.2 | 0.2 | 0.3
CCOC(=O)C(Cc1ccc(NC(C)=O)cc1)N1C(=O)c2ccccc2C1=O (stereo unspecified) | 1.8 | -4.5 | 0.1 | 1.4
O=C(c1cc(-c2ccc(O)cc2)on1)N1CCN(Cc2ccccc2)CC1 | -1.6 | -3.1 | -0.2 | -1.2
COc1ccc(C(=O)c2ccc(OC)c(OC)c2)cc1 | -1.9 | 6.1 | 0.9 | -1.1
COCCCNC(=O)/C(C#N)=C/c1c(Oc2cccc(C)c2C)nc2ccccn2c1=O | -12.2 | -12.1 | 0.0 | -7.4
CC(C)COC(=O)c1ccccc1N1C(=O)c2ccccc2C1=O | -6.8 | 0.2 | 0.2 | -0.8
COc1ccccc1-n1c(=O)c(C#N)cc2c(=O)n3cccc(C)c3nc21 | 8.0 | 13.6 | -0.1 | 0.0
O=C(Cc1cn(-c2ccc(NCCCN3CCCC3=O)nn2)c2ccccc12)NCc1nc2ccccc2[nH]1 | 3.3 | 5.2 | -0.1 | 2.5
CCOC(=O)CN1C(=O)c2ccc(Br)cc2C1=O | 4.2 | 11.7 | 0.1 | -0.3

5 records picked at random from the list so far:
SMILES | TEAD-YAP inh | MITF primary | FBW7 activator | GPR151 activ
CC1(C(=O)NNC(=S)Nc2ccc(S(N)(=O)=O)cc2)CC1(Cl)Cl (stereo unspecified) | -2.7 | -3.8 | -0.1 | 0.5
C#CCN1C(=O)S/C(=C/c2cccc(F)c2)C1=O | -8.8 | -13.9 | -0.2 | -0.3
CCOC(=O)C(Cc1ccc(NC(C)=O)cc1)N1C(=O)c2ccccc2C1=O (stereo unspecified) | 1.8 | -4.5 | 0.1 | 1.4
CCOC(=O)CN1C(=O)c2ccc(Br)cc2C1=O | 4.2 | 11.7 | 0.1 | -0.3
c1ccc(COC2CCCN(c3nncc(-c4ccc5c(c4)OCO5)n3)C2)cc1 (stereo unspecified) | 12.0 | 13.9 | 0.0 | -0.6

(cont.)
SMILES | TEAD-YAP inh | MITF primary | FBW7 activator | GPR151 activ
Cc1ccc(/C=N/NC(=O)c2nnn(-c3nonc3N)c2CN2CCC(C)CC2)cc1 | 2.5 | -5.8 | 0.0 | -0.7
COC(=O)c1ccc2c(=O)n(CCC3=CCCCC3)c(SCc3ccccc3C)nc2c1 | 7.8 | 7.1 | 0.0 | 0.4
Nc1nc(SCC(=O)Nc2ccc([N+](=O)[O-])cc2)[nH]c(=O)c1NC(=O)c1cccs1 | -3.6 | 2.4 | -0.3 | -1.3
CCOc1cccc(/C=N/n2c(CC)n[nH]c2=S)c1 | -2.4 | -1.1 | -0.2 | 0.7
CC(C)(C)c1ccc(-c2nc(-c3ccncc3)no2)cc1 | -32.7 | 10.1 | 0.3 | 0.0
CN(C)CCN(C)CC(=O)N1c2ccccc2Sc2ccc(C(F)(F)F)cc21 | 3.2 | -6.3 | -0.1 | 0.9
CCOc1ccc2[nH]c(=O)c(CN(CCO)C(=O)Nc3ccc(OC)cc3)cc2c1 | -11.8 | -1.3 | -0.1 | 0.1
Cc1ccc(C(C)C)cc1S(=O)(=O)Nc1cccnc1 | -2.3 | 4.9 | 0.0 | -0.3
COc1ccc(/C=C(\C#N)C(=O)OCCNC(=O)c2ccncc2)cc1 | 1.3 | 9.7 | 0.2 | -1.8
Cc1cc(C)c2c(n1)sc1c(=O)[nH]c(C)nc12 | 5.2 | -7.0 | 0.1 | 0.2
O=C(Nc1cccc(Cl)c1N1CCC(NC2CC2)CC1)c1ccc(Br)o1 | -3.8 | 8.0 | -0.1 | 1.2
COCCCNC(=O)C1CCN(c2nc3ccccc3n3cccc23)CC1 | 0.9 | -9.1 | 0.2 | -0.4
Cc1ccc(CCS(=O)(=O)c2ccc(C(C)C)cc2)c[n+]1C | -1.7 | -13.0 | 0.0 | 0.1
CCCC1CC(C)(C(=O)C[n+]2cccc(C(N)=O)c2)OC1=O (stereo unspecified) | 4.1 | 10.5 | 1.0 | -0.1
c1cncc(Nc2nc3ncnc(Nc4ccc(N5CCOCC5)cc4)c3[nH]2)c1 | 25.3 | 3.1 | -0.2 | -2.0
O=C1/C(=C/c2ccc3ncccc3c2)COc2ccccc21 | -2.3 | -4.5 | 0.0 | -0.1
Cc1ccc(Nc2c3c(c(C#N)c4nc5ccccc5n24)CCC3)cc1C | 2.1 | 18.8 | 2.2* | -0.6
COc1ccc(C(CC(=O)NCc2ccco2)NS(=O)(=O)c2ccc(OC)cc2)cc1 (stereo unspecified) | 4.3 | 26.6 | 0.3 | -1.9
CCOC(=O)c1ccc(N2C(=O)CC(NCC(=O)OC)C2=O)cc1 (stereo unspecified) | 7.8 | 5.0 | -0.2 | -0.7
COc1cccc(CN2C[C@@H]3C[C@@H](c4cc(C)[nH]n4)N4CCC[C@@]34C2=O)c1 | -1.9 | 5.2 | 0.1 | -0.6
CCCSc1nc(O)cc(=O)n1-c1ccccc1 | -1.4 | -10.6 | 0.1 | -0.7
Cc1ccc(NC(=O)CN(C)CC(=O)NC2CCCc3ccccc32)cc1 (stereo unspecified) | 4.2 | -18.3 | -0.1 | 1.2
O=C1OC(c2ccccc2)=N/C1=C\c1c(F)cccc1Cl | 1.7 | 15.2 | 0.0 | -1.7
CCOc1ccc2nc(Sc3nc(Nc4ccccc4)nc(Nc4ccccc4)n3)sc2c1 | 0.6 | -4.4 | -0.1 | 0.1
COC(=O)c1ccc(CN2C(=O)C3CCCCC3C2=O)o1 (stereo unspecified) | 4.9 | -0.1 | -0.1 | -0.3

Single records, as listed above.
Shown for CCOc1ccc2[nH]c(=O)c(CN(CCO)C(=O)Nc3ccc(OC)cc3)cc2c1 → TEAD-YAP inh: -11.8; MITF primary: -1.3; FBW7 activator: -0.1; GPR151 activ: 0.1
Shown for Cc1ccc(Nc2c3c(c(C#N)c4nc5ccccc5n24)CCC3)cc1C → TEAD-YAP inh: 2.1; MITF primary: 18.8; FBW7 activator: 2.2*; GPR151 activ: -0.6

Remaining list, next part
SMILES | TEAD-YAP inh | MITF primary | FBW7 activator | GPR151 activ
CN1CCN(c2nc(C#N)c(C#N)nc2C(C#N)=C2Nc3ccccc3N2)CC1 | 0.1 | 5.7 | 0.1 | -0.4
COc1ccc(C)cc1NC(=O)Cn1cnc2sc(C)c(C)c2c1=O | 7.7 | -1.9 | -0.1 | -1.3
Cc1cc(F)ccc1C(=O)Nc1ccc(Cl)cc1 | -20.4 | -2.4 | 0.0 | -2.6
COc1ccc(NC(=O)c2cc(F)cc3c2OCOC3)cc1 | -23.9 | 10.8 | 0.0 | -0.5
CCOC(=O)C1C(=O)NC(SCC(=O)OC)=C(C#N)C1c1ccccc1Cl (stereo unspecified) | 0.4 | 0.5 | 0.1 | -0.8
CN1CCC(C(=O)NC(=O)NCc2ccc(F)cc2)CC1 | 2.6 | -6.8 | -0.3 | 3.3
O=C(COc1ccc(Br)cc1)NNC(=O)COc1cccc(C(F)(F)F)c1 | 4.0 | -7.5 | -0.1 | -1.5
Cc1cc(C)c2c(c1)c(C)cc1nnnn12 | 0.2 | 2.8 | 0.0 | -0.2
CCNC(=O)c1cc(S(=O)(=O)N2CCOCC2)ccc1Cl | -3.9 | 1.8 | -0.1 | 0.7
CC1CC(C)CN(C(=O)CSCC(=O)Nc2nc(-c3ccccc3)cs2)C1 (stereo unspecified) | -11.9 | 2.4 | 0.2 | 0.5
COCCOC(=O)C1=C(C)NC(=O)CC1c1cccc(Cl)c1 (stereo unspecified) | -0.9 | -0.5 | 0.0 | -1.5
C/C(=N\NC(=O)Cc1ccc(Cl)cc1)c1ccc(Cl)s1 | -7.3 | 2.9 | 0.0 | -0.7
Cc1ccc(S(=O)(=O)N[C@@H]2COC(=O)[C@@H](C)COC(=O)C/C=C/[C@H]2C)cc1 | · | -12.5 | 0.7 | 2.1
c1ccc(CSc2nncn3c2cc2sccc23)nc1 | -27.5 | -6.5 | -0.8 | 0.6
O=S(=O)(NCC1CCCN(Cc2cc3ccccc3o2)C1)c1cccc2cccnc12 (stereo unspecified) | -1.1 | 14.4 | 0.0 | 0.6
CC(=O)Nc1ccc(NC(=O)CCCc2nc(-c3ccccc3Cl)no2)cc1 | -0.3 | -1.4 | -0.3 | 4.4
COc1ccc(C(=O)NC2CCCCC2)cc1S(=O)(=O)N1CCCC1 | 5.3 | 7.4 | 0.0 | -0.5
COc1ccccc1CNC(=O)CCSc1ccc(Cl)cc1 | 7.5 | 5.5 | 0.0 | 1.5
Cc1ccc(-n2nc3cc(C)c(NC(=O)COc4ccccc4C)cc3n2)cc1 | -4.4 | -4.9 | -0.2 | 1.1
CCOC(=O)N1CCN(C(=O)c2ccc(N3CC4CC(C3)c3cccc(=O)n3C4)c(NC(=O)c3ccccc3Cl)c2)CC1 (stereo unspecified) | -1.0 | 0.9 | -0.1 | -0.3
O=C(Nc1cccc2ccccc12)N1CCN(c2ccccc2)CC1 | 5.5 | 1.4 | -0.3 | 4.8
CCC1(C)CC(CCN)(c2ccc(OC)cc2)CCO1 (stereo unspecified) | 12.7 | -2.2 | 0.0 | -0.6
Cc1ccc(N2C(=O)c3ccccc3NC2c2ccc(Cl)cc2Cl)cc1C (stereo unspecified) | -64.8 | 3.4 | -0.1 | -1.0
CC(=O)Nc1cccc(NC(=O)c2ccc(COc3cccc(C)c3)cc2)c1 | 6.2 | 0.4 | 0.0 | 0.1
Oc1oc(-c2cccc3ccccc23)nc1C=Nc1cc(Cl)ccc1Cl | 4.6 | 9.7 | 0.1 | -0.2

(more compounds)
SMILES | TEAD-YAP inh | MITF primary | FBW7 activator | GPR151 activ
CCN(CC(=O)Nc1ccccc1Br)Cc1nc2ccccc2c(=O)[nH]1 | -4.2 | 8.2 | 0.1 | 0.1
COc1ccc(CC(=O)N2CCc3ccccc32)cc1OC | 27.4 | 11.5 | -0.1 | 1.1
CCOc1cc(C(=O)Nc2c3c(nn2-c2ccccc2)CSC3)cc(OCC)c1OCC | -2.2 | -16.0 | 0.0 | 0.2
COc1cc(/C=C2/C(=N)N3N=C(COc4ccccc4)SC3=NC2=O)cc(OC)c1OC | 4.6 | 1.4 | -0.1 | 0.7
O=C(NNC(=O)c1ccccc1Br)c1ccc([N+](=O)[O-])cc1 | -3.5 | 13.9 | -0.1 | 0.0
O=C(CCCC(=O)NCc1ccco1)NCc1ccco1 | 7.5 | -5.6 | 0.0 | -1.8
COc1ccccc1NC(=O)COc1ccccc1 | -18.8 | 19.4 | 0.2 | -1.0
N#Cc1ccc(C(=O)NCC2(c3cccs3)CCCC2)cc1 | -2.3 | 1.0 | 0.1 | 2.1
CC(C)C(N=C1NC(=O)/C(=C\c2ccc3c(c2)OCO3)S1)C(=O)O (stereo unspecified) | 8.0 | 9.6 | 0.3 | 2.1
O=C(O)CCC/C=C1\C[C@H]2C[C@@H](O)[C@H](C#CC3(O)CCCCC3)[C@H]2C1 | · | -5.9 | · | -1.0
Cc1cccc(-n2c(CNC(=O)c3ccc(S(=O)(=O)N4CCCC4)cc3)nnc2SCC(=O)Nc2nccs2)c1 | 15.4 | 1.7 | 0.1 | -0.4
C=CCNCc1ccc(-c2ccccc2F)o1 | 8.3 | 0.4 | -0.1 | 0.1
Cc1cccc(NC(=O)N2CCC(CN3CCCCC3)CC2)c1 | -7.5 | 11.7 | 0.0 | -2.3
C=CCNc1nc(-c2ccccc2)nc(-n2ccnc2)n1 | -18.2 | 5.2 | 0.0 | -0.8
CCOC(=O)c1ccc(NC(=S)NC2CCCC2)cc1 | -25.7 | -1.2 | -0.1 | 0.1
CCOc1cc(/C=N/NS(=O)(=O)c2ccc(C)cc2)cc(Br)c1O | -3.3 | 15.7 | 0.7 | -0.9
